TCR act – T cell receptor activation; primary human leukocytes, anti-CD3, IL-2 HTRF, 48 h; Potency, µM (top dose mostly 9.22 µM), inactives show at the top dose activation of IL-2 secretion, actives largely listed as activators; 330,000 tested, under 10 active; AID 504894; further: % of control where 0% means no effect
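Activity was scored as IL-2 release from primary human leukocytes given only a TCR signal (a-CD3 beads) plus compound for 48 hr. Detection used a two-antibody HTRF format read at 665nm.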
Eya2 inh – inhibitors of human Eya2 phosphatase activity; recombinant Eya2, OMFP fluorescence dephosphorylation (OMFP is methylfluorescein phosphate); Potency, µM (titrated, usually from 76.9 µM), without a hit: top-dose activity, negative = inhibition, most hits filed as inhibitors; O00167; 330,000 compounds, 0.006% hits; further: potency means the concentration at half of the fitted maximal effect; on the % scale 0 is the no-effect control and ±100 the full control effect
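Eya2 (0.2 uM) preincubated 10 min at ambient with compound, then OMFP substrate added at 50 uM; 10 min reaction in 50 mM HEPES pH 7.5, 50 mM NaCl, 5 uM MgCl2, 0.05% BSA, 1 mM DTT. Fluorescence read at Ex 485/Em 525 nm.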
Tb PFK block – inhibitors of T. brucei phosphofructokinase; O15648; T. brucei PFK, ADP-Glo luminescence; Potency, µM (highest dose often 57.5 µM), without a hit: at the top dose activity, negative = inhibition, usual class: inhibitors; 330,000 compounds, 0.17% hits; AID 485367;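 further: potency means the concentration at half of the fitted maximal effect; 0% = uninhibited 1x PFK enzyme wells and -100% = no-enzyme wells; nearly all actives have a fitted effect of over 60% in size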
Target sequence (O15648 whole entry, looked up): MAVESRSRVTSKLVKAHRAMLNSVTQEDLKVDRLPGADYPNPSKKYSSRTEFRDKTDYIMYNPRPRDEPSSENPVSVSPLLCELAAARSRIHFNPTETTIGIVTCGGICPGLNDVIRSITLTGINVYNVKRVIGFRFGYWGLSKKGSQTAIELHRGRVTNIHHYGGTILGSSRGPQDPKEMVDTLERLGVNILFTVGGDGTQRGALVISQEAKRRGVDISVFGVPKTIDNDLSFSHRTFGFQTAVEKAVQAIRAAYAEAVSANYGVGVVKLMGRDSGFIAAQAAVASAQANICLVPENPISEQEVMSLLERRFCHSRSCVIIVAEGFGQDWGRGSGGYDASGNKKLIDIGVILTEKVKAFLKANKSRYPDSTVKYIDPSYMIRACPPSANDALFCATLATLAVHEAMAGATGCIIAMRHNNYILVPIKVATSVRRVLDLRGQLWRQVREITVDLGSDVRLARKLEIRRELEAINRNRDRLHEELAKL
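In TEA buffer at pH 8.0 with 5 mM MgCl2, enzyme (1.25 nM) converted F6P (0.5 mM) and ATP (0.1 mM) for 45 min at room temperature. ADP product was read by luciferase luminescence.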
ASM inhibitor – blocks human secretory acid sphingomyelinase; P17405; placental ASM, HMU-PC fluorogenic substrate, 60 min; Potency, µM (doses to about 57.5 µM), inactives show top-dose activity change, negative = inhibition, actives largely listed as inhibitors; 340,000 compounds, 0.006% hits; further: potency means the concentration at half of the fitted maximal effect
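Human placenta-derived ASM enzyme was preincubated with compound for 10 minutes at room temperature, then given fluorogenic substrate HMU-PC0 (9 uM final) for 60 minutes at 37 °C; a pH 10 stop preceded fluorescence reading at Ex 386/Em 447 nm.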
Integrin act MD – activators of alpha7 integrin expression for muscular dystrophy | alpha7betagal myoblasts, beta-gal FDG fluorescence, 48 h | Potency, µM (highest dose often 38.3 µM), for the others: at the top dose activation, most hits filed as activators | 350,000 compounds, 0.064% hits | AID 624291;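 further: potency means the concentration at half of the fitted maximal effect; 100% = response of the positive control SU9516; nearly all actives have a fitted effect of over 60% in size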
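Alpha7betagal+/- myoblasts (passage 13) were plated 16-24 hr, then exposed to compounds (1:260 dilution of DMSO stock) for 48 hours at 37C. After MPER lysis, β-galactosidase reporter activity was read as FDG fluorescence (ex 480/em 540) after 30 minutes.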
BCR signal inh – inhibitors of chronic active B-cell receptor signaling; ABC-DLBCL IkBa-CBG/CBR reporter, luminescence ratio, 4 h; Potency, µM (highest dose often 46.1 µM), without a hit: at the highest dose ratio change, negative = lower green/red ratio, actives largely listed as inhibitors; 340,000 compounds, 0.05% hits; AID 493014; active means well fitted inhibition curve with a large enough effect in the signal ratio, with a control signal flat, not every such curve was filed as active; inconclusive means small, poorly fitted or top-dose-only effect, or effect the other way, or a change in a side signal; the % refers to the signal ratio;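 further: potency means the concentration at half of the fitted maximal effect; plate controls were basal doxycycline-induced cells for no effect and cells given 10 µM MG132 for full effect; MG132 reads +100%, hits lower the ratio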
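TMD8 ABC-DLBCL cells carrying doxycycline-inducible green luciferase fused to IkappaBalpha plus unfused red luciferase were exposed to compounds (up to 46 uM) for 4 hrs at 37C. Activity came from the overlap-corrected green/red luminescence ratio.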
AT treatment – potential ataxia-telangiectasia treatments restoring KAP-1 phosphorylation; […] A-T fibroblasts, KAP-1 phosphorylation AlphaLISA; neocarzinostatin DNA damage 30 min before lysis; Potency, µM (highest dose often 57.5 µM), inactives show at the top dose activation, usual class: activators; 320,000 compounds, 0.19% hits; AID 485349; further: potency means the concentration at half of the fitted maximal effect; % of control where 0% means no effect; nearly all actives have a fitted effect of over 45% in size
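ATM-like activity read as KAP-1 phosphorylation via AlphaLISA donor/acceptor antibody pairs after lysis and 6 hr at 25C. Cells were ATM-null patient fibroblasts ([…], hTERT), dosed 60 min, then exposed to the DSB inducer NCS for 30 min.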
ELG1 DNA repair – blocks ELG1-dependent DNA repair in HEK293T cells | HEK293T ELG1-luciferase reporter, luminescence, 16 h; DNA damage induced by 5-fluorouridine | Potency, µM (series often up to 46.1 µM), for the others: at the top dose activity change, negative = inhibition, hits mostly inhibitors | AID 504467 | 330,000 compounds, 2.3% hits; further: potency means the concentration at half of the fitted maximal effect; on the % scale 0 is the no-effect control and ±100 the full control effect; nearly all actives have a fitted effect of over 55% in size
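Luminescence from the luciferase reporter, measured 30 min after ONE-Glo reagent at room temperature, was the read-out. Beforehand, 2,000 cells per well were exposed for 16 hr at 37 °C to 5-fluorouridine together with compound or vehicle.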
TSHR antagonist – antagonists of human thyroid stimulating hormone receptor; TSHR-expressing cells, TSH-stimulated cAMP HTRF, 2 h; active compounds read low; activity change, negative = inhibition, % at 11.5 µM; 330,000 compounds, 0.2% hits; AID 504810;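 active means activity change below a set negative limit, meaning inhibition stronger than a set level, cut at about -70% in these data; inconclusive means activity change between two set negative limits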; further: on the % scale 0 is the no-effect control and ±100 the full control effect
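Cell-based HTRF cAMP assay; TSHR cells + compound, TSH EC80 (4nM final), 2 h, 37 deg C. Lysis with anti-cAMP cryptate and cAMP-d2, 30 min RT, read 665/620 nm.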
Mito fusion act – mitochondrial division inhibition or fusion activation; AID 485298; Potency, µM (titrated, usually from 46.1 µM), inactives show at the top dose growth rescue (activation), hits mostly activators; S. cerevisiae fusion-defective mutant growth rescue, CellTiterGlo 48 h; 320,000 compounds, 0.23% hits;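 further: potency means the concentration at half of the fitted maximal effect; % of control where 0% means no effect; nearly all actives have a fitted effect of over 45% in size; temperature-sensitive fusion mutants such as fzo1-1 at 37 °C on non-fermentable ethanol glycerol medium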
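Growth-rescue viability read-out: after 48 h at the non-permissive 37C in glycerol/ethanol YPEG, yeast mitochondrial fusion mutants are measured by CellTiterGlo luminescence; compounds (23 nl pinned per well) restoring growth score as division inhibitors or fusion activators.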
TSG101-PTAP inh – blocks PTAP/TSG101 interaction to inhibit HIV-1 budding. Q99816. Fluorescence polarization, FITC-PTAP peptide / Tsg101 binding. Potency, µM (doses to about 115 µM), inactives show at the top dose activity change, negative = inhibition, actives largely listed as inhibitors. 340,000 tested, under 10 active. AID 493005; active means well fitted inhibition curve with a large enough effect in the main read-out, with a control signal flat, not every such curve was filed as active; inconclusive means small, poorly fitted or top-dose-only effect, or effect the other way, or a change in a side signal; inactive means no such curve, though single readings can be large or run the other way; further: potency means the concentration at half of the fitted maximal effect; % of control where 0% means no effect
Target sequence (Q99816 whole entry, looked up): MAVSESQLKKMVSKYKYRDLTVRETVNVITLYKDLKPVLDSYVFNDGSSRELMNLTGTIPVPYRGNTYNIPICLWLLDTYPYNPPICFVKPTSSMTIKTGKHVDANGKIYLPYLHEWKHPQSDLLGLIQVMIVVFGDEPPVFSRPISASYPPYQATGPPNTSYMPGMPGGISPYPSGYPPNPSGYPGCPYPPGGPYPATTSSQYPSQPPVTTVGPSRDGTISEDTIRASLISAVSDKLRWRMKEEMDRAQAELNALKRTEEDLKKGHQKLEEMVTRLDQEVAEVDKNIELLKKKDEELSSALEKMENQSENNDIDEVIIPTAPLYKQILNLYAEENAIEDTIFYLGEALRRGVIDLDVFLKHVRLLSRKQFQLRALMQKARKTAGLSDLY
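Fluorescence polarization binding of Tsg101 binding domain (10 uM final) to FITC-labeled PTAP peptide (50 nM final) in HEPES pH 7.5 buffer with NaCl, Tween 20, EDTA, TCEP. Compounds added before peptide; binding 20 min at RT.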
* marks the source's active call; other numbers are inactive results; ? = inconclusive; / = no result given; & = joins results of further samples; [ ] = remark or other dose. Unless noted, the call rests on the fitted dose curve; in most records, active means well fitted curve in the direction sought with a large enough effect; inconclusive means small, poorly fitted or top-dose-only effect, or another doubt; inactive means no such curve, though single readings can be large; an effect the other way counts as inactive or inconclusive.

SMILES	TCR act	Eya2 inh	Tb PFK block	ASM inhibitor	Integrin act MD	BCR signal inh	AT treatment	ELG1 DNA repair	TSHR antagonist	Mito fusion act	TSG101-PTAP inh
Nc1cc(OC(=O)c2ccco2)nn1S(=O)(=O)c1ccc(F)cc1	-4%	-19%	-19%	0%	15%	4%	1%	3%	13	-3%	-7%
CCOC(=O)Cc1csc(SCc2nc3sc4c(c3c(=O)[nH]2)CCC4)n1	-3%	20%	4%	-1%	19%	?	-1%	-3%	-4	0%	-2%
CCCc1cc(=O)oc2cc(OCC(=O)NC3CC(C)(C)NC(C)(C)C3)ccc12	-3%	-3%	-3%	0%	-40%	-11%	-3%	-5%	-3	-3%	-5%
CC(C)CN(CC(C)C)C(=O)COn1nnc2ccc(S(=O)(=O)N3CCOCC3)cc21	4%	-9%	2%	0%	-9%	9%	-4%	?	14	1%	-4%
COc1cc(OC)cc(C(=O)NC2CCN(C(=O)N3c4ccccc4Sc4ccccc43)CC2)c1	2%	0%	-2%	-7%	22%	?	-3%	13µM*	1	-4%	-1%
CCCCCCC(=O)NCC(=O)OCC(=O)c1ccccc1	2%	1%	2%	0%	5%	5%	9%	6%	-10	2%	-6%
CC(C)(C)/C=N/NC(=O)CNC(=O)c1ccc2c(c1)OCCO2	-1%[46.1 µM]	6%	-2%	5%	12%	1%	-3%	10%	13	6%	-2%
Cc1cc(N=Nc2ccccc2C(=O)O)c(C)c(C)c1O	-3%	-17%	5%	12%	-12%	10%	-11%	2%	-8	5%	5%
COc1ccc(NC(=O)CNC(=O)C23CC4CC(CC(C4)C2)C3)c(OC)c1	1%	11%	18%	-2%	18%	5%	12%	14%	21	-2%	-3%
Cn1cccc1Cc1nnc(SCC(N)=O)n1CCc1ccccc1	-4%[46.1 µM]	-2%	2%	3%	-6%	-3%	2%	6%	-7	-7%	-3%
O=C1NCC(NC(=O)C(F)(F)F)c2cc3c(cc21)OCO3 (stereo not given)	10%	-7%	2%	-1%	10%	2%	5%	-9%	1	-4%	-5%
COC(=O)C1=C(C)n2cnnc2NC1c1ccc(Cl)cc1 (stereo not given)	-7%	-4%	-3%	165%[activator]	-11%	0%	-4%	20%	10	-3%	-1%
CCN(CC(=O)Nc1ccc(NC(C)=O)cc1)C(=O)c1cccc(S(=O)(=O)N2CCc3ccccc3C2)c1	2%	-2%	-3%	4%	10%	16%	-5%	-6%	58	-3%	-7%
Nc1c(C(=O)NCC2CCCO2)sc2nc3c(c(-c4ccco4)c12)CC/C3=C\c1ccco1 (stereo not given)	1%[46.1 µM]	7%	-23%	-9%	-7%	?	3%	-26%	-9	22%	-15%
CCCC(=O)Nc1ccc2c(c1)nc(CCN1CCCCC1)n2C	0%	1%	-2%	5%	10%	-30%	3%	10%	-1	-3%	0%
COc1ccc(C)cc1NC(=O)CN1C(=O)COc2ccc(S(=O)(=O)N3CCOCC3)cc21	5%	6%	-2%	3%	10%	4%	-2%	0%	-2	-4%	0%
C#CCNC(=O)C1=C[C@@H](C2CC2)C[C@@H](OCCCCO)O1	-2%	-13%	-7%	6%	10%	0%	13%	-2%	-6	-2%	3%
O=C(O)COc1ccc(/C=N/Nc2nc(Nc3ccccc3)nc(N3CCCCC3)n2)cc1	16%	9%	-5%	-22%	-3%	0%	3%	-20%	-4	1%	2%
Cc1ccccc1C(=O)N1CCC(C(=O)NC(C)c2ccc(-n3ccnc3)cc2)CC1 (stereo not given)	-5%	4%	-1%	3%	-46%[inhibitor]	-7%	2%	-1%	-2	2%	-6%
Cc1cccc(OCCC(=O)Nc2c(C)n(C)n(-c3ccccc3)c2=O)c1	-18%	2%	3%	8%	16%	6%	0%	-3%	-7	-2%	-1%
Cc1onc(-c2c(F)cccc2Cl)c1C(=O)Nc1c(C)n(C)n(-c2ccccc2)c1=O	5%	-19%	-2%	-1%	9%	?	3%	13%	8	3%	2%
CCOC(=O)C1(CCc2ccccc2)CCN(C(=O)CCc2cnccn2)CC1	0%	-29%	2%	1%	-1%	13%	2%	0%	8	4%	0%
CCOc1ccc(C(=O)OC(C)C(=O)N2CCN(Cc3ccccc3)CC2)cc1 (stereo not given)	1%[46.1 µM]	3%	-3%	-1%	-17%	-5%	8%	?	0	/	0%
CC(C)(C)NC(=O)C1Cc2ccccc2CN1 (stereo not given)	7%	6%	-1%	5%	32%	4%	3%	-1%	0	-3%	-6%

Next part (four carried over from the part before).
SMILES	TCR act	Eya2 inh	Tb PFK block	ASM inhibitor	Integrin act MD	BCR signal inh	AT treatment	ELG1 DNA repair	TSHR antagonist	Mito fusion act	TSG101-PTAP inh
Cc1onc(-c2c(F)cccc2Cl)c1C(=O)Nc1c(C)n(C)n(-c2ccccc2)c1=O	5%	-19%	-2%	-1%	9%	?	3%	13%	8	3%	2%
CCOC(=O)C1(CCc2ccccc2)CCN(C(=O)CCc2cnccn2)CC1	0%	-29%	2%	1%	-1%	13%	2%	0%	8	4%	0%
CCOc1ccc(C(=O)OC(C)C(=O)N2CCN(Cc3ccccc3)CC2)cc1 (stereo not given)	1%[46.1 µM]	3%	-3%	-1%	-17%	-5%	8%	?	0	/	0%
CC(C)(C)NC(=O)C1Cc2ccccc2CN1 (stereo not given)	7%	6%	-1%	5%	32%	4%	3%	-1%	0	-3%	-6%
Cc1ccc(NC(c2ccccc2)c2nc3ccccc3[nH]c2=O)cc1 (stereo not given)	6%	0%	2%	0%	1%	?	-2%	?	-7	-1%	5%
CCN1CCCC1CNC(=O)C1CCCN(S(=O)(=O)c2cccc3nsnc23)C1 (stereo not given)	10%	14%	-2%	0%	-27%	-1%	/	6%	36	-2%	-6%
CCOc1nc2cnccc2n(CC(=O)Nc2c(F)c(F)cc(F)c2F)c1=O	-2%	-1%	-3%	3%	-7%	3%	0%	12%	11	-2%	-4%
Cc1c(NC(=O)CC(C)C)c(=O)n(-c2ccccc2)n1C	-2%[46.1 µM]	6%	4%	-3%	19%	1%	2%	-5%	11	-3%	-4%
COC(=O)C1=C(C)NC(C)=C(C(=O)OC)C1C(=O)OCCN1C(=O)c2ccccc2C1=O	6%&-1%	0%	-4%	7%&11%	-1%&0%	?	-1%	-2%	0	-3%	-1%&0%
O=C(COc1ccccc1[N+](=O)[O-])OCC(=O)N1CCC(Cc2ccccc2)CC1	7%[46.1 µM]	2%	0%	-3%	9%	-4%	0%	-9%	42	8%	0%

Random excerpt: 2 compounds from above, in no set order.
SMILES	TCR act	Eya2 inh	Tb PFK block	ASM inhibitor	Integrin act MD	BCR signal inh	AT treatment	ELG1 DNA repair	TSHR antagonist	Mito fusion act	TSG101-PTAP inh
Cc1ccc(NC(c2ccccc2)c2nc3ccccc3[nH]c2=O)cc1 (stereo not given)	6%	0%	2%	0%	1%	?	-2%	?	-7	-1%	5%
Cc1c(NC(=O)CC(C)C)c(=O)n(-c2ccccc2)n1C	-2%[46.1 µM]	6%	4%	-3%	19%	1%	2%	-5%	11	-3%	-4%

Compounds were not picked by outcome. Share with any hit: about 3.2%.
